SUMO1 PPI mod: alters human SUMO1 binding to SIM partners | P63165 | SUMO1 binding to a labelled peptide, TR-FRET, 1 h | inhibition, % at 20 µM | 360,000 compounds, 0.33% hits; in the data active = inhibition above about 37%
Target sequence (P63165 whole entry, looked up): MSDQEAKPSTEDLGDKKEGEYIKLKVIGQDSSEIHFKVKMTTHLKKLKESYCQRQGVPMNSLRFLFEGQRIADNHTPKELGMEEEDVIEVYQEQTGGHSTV
STEP inh: STEP (human) phosphatase inhibition | P54829 | recombinant STEP, OMFP fluorogenic substrate, fluorescence | inhibition, % at 20 µM | 360,000 compounds, 0.25% hits | AID 588621;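 active = inhibition at 20 µM, scaled per plate between control wells, above about 37%, limit read from the data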;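 note: 0% = DMSO with enzyme and substrate and 100% = substrate only without enzyme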
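Assay system: isolated STEP enzyme / Timing: 20 min at room temperature, dark / Doses: 20 µM, 1% DMSO / Technique: fluorescence intensity, excitation 480 nm, emission 540 nm / Reagent: fluorogenic phosphatase substrate OMFP at 25 µM final / Measure: percent inhibition scaled to no-enzyme and uninhibited-enzyme controls, plate-pattern corrected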
LMPTP inh: blocks human LMPTP phosphatase; 360,000 compounds, 0.22% hits; recombinant LMPTP-A, OMFP fluorogenic substrate, fluorescence intensity; AID 651560; P24666; inhibition, % at 20 µM;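 active = compounds that cut the enzyme signal by at least half of the control window in the single-dose screen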;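 note: plate controls were DMSO wells with enzyme plus substrate for no effect and substrate without enzyme for full effect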
Target sequence (P24666 whole entry, looked up): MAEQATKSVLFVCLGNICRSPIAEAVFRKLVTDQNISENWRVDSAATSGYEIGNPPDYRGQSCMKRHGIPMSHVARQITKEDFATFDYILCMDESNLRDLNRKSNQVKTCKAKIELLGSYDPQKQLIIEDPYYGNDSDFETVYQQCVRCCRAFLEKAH
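material = LMPTP-A | quantity = 0.625 nM enzyme | reagent = OMFP substrate, 400 µM final | buffer or medium = Bis-Tris pH 6.0, DTT, detergent | detection = endpoint fluorescence intensity from OMFP dephosphorylation | dosing = single 20 µM dose | read-out basis = % inhibition relative to no-enzyme and uninhibited control wells | control set = no-enzyme and uninhibited controls | timing = 50 min at room temperature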
Tb MetRS inh: Trypanosoma brucei MetRS inhibition; purified T. brucei MetRS, ATP depletion, Kinase-Glo luminescence; inhibition, % at 11.9 µM; 360,000 compounds, 0.4% hits; AID 624268;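 active = inhibition above a per-plate cutoff of the control wells' mean inhibition plus 3 SD, cut at about 5.5% in these data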;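 note: 0% = DMSO wells median and 100% = median of wells with control inhibitor compound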
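Measured by: Kinase-Glo luciferase luminescence reporting remaining unconsumed ATP. Material: purified T. brucei MetRS enzyme. Doses: 11.9 µM compound single dose, 0.9% DMSO. Medium: HEPES buffer containing pyrophosphatase, BSA, spermine, DTT. Times: 15 min preincubation, 2 h reaction, all 25 °C. Reagent: methionine, ATP and bulk E. coli tRNA.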
MsrA inh: bovine MsrA inhibition; purified bovine MsrA, absorbance read-out; inhibition, % at 15.5 µM; 360,000 compounds, 0.75% hits; AID 651718; in the data active = inhibition above about 4.5%;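 note: 0% = vehicle wells with enzyme and 100% = reference inhibitor wells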
DNMT1 inh: DNMT1 (human) enzyme inhibition | inhibition (reported as % activation of signal), % at 10 µM | DNMT1 molecular beacon, Hinp1I cleavage, fluorescence | AID 588458 | 360,000 compounds, 0.83% hits; in the data active = inhibition above about 50%
MsrA act: activates bovine MsrA enzyme; purified bovine MsrA, absorbance read-out; activation, % at 10.6 µM; 360,000 compounds, 0.3% hits; AID 602163; in the data active = activation above about 7.5%;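 note: 0% = vehicle and 100% = reference activator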
CendR NRP1 mod: alters CendR peptide binding to human NRP-1. O14786. FAM-RPARPAR peptide binding to NRP-1, fluorescence polarization. inhibition, % at 25 µM. 360,000 compounds, 0.85% hits. AID 602438;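 active = inhibition or corrected inhibition above about 18%, plus a signal ratio from 0.5 to 1.5, limit read from the data, passing the limit was not always enough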; note: strong numbers were not always called active
Scp-1 inhibitor: Scp-1 (human) phosphatase inhibition. Q9GZU7. Recombinant Scp1, phosphopeptide, malachite green phosphate absorbance. inhibition, % at 20 µM. 340,000 compounds, 0.88% hits;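 active = inhibition above about 50% at 20 µM, limit read from the data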;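 note: plate controls were DMSO wells with enzyme for no effect and wells lacking enzyme for full effect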
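assay system = SCP-1 phosphatase catalytic domain, residues 76-261 | buffer or medium = 50 mM Tris acetate pH 5.5, 0.005% Tween-20, 10 mM MgCl2 | incubation = enzyme reaction 45 min at room temperature, colour 5 min, stabilisation 30 min | signal = Phosphate-binding colour reagent, absorbance read at 630 nm | measure = % inhibition at 20 µM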
E coli Lon inh: E. coli protease La inhibition | purified E. coli Lon protease, fluorescence polarization | inhibition, % at 7.94 µM | 360,000 compounds, 0.42% hits | AID 602123; in the data active = inhibition above about 13%, passing the limit was not always enough;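 note: 0% = enzyme with probe and DMSO and 100% = no enzyme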
Target sequence (P0A9M0 whole entry, looked up): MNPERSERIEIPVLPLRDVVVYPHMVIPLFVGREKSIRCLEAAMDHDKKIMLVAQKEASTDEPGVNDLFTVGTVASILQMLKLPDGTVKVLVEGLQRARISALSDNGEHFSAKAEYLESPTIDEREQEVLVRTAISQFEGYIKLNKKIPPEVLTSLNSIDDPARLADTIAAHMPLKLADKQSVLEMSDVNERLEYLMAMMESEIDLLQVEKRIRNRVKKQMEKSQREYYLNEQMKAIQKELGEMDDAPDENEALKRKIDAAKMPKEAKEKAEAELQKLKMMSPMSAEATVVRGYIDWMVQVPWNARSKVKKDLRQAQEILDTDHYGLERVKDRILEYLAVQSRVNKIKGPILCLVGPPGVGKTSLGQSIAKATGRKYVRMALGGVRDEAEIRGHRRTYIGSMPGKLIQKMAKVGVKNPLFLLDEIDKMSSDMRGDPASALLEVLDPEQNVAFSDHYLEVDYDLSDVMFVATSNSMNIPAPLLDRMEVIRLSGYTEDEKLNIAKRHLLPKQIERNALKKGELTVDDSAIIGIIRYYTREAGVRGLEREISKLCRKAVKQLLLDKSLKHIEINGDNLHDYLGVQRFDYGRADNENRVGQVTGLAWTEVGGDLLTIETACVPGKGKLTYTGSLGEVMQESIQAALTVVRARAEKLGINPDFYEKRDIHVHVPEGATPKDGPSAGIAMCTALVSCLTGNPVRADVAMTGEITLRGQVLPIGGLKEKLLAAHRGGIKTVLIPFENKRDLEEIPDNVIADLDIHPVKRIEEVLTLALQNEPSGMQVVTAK
* hit, by the source's call; . = no result given.

SMILES	SUMO1 PPI mod	STEP inh	LMPTP inh	Tb MetRS inh	MsrA inh	DNMT1 inh	MsrA act	CendR NRP1 mod	Scp-1 inhibitor	E coli Lon inh
O=C(Cn1cc(C(F)(F)F)ccc1=O)N/N=C/c1ccc(Cl)cc1	-4.4	-2.8	-1.2	-0.1	-1.1	0.3	-1.4	0.2	-0.8	2.6
COc1cc(S(=O)(=O)N(Cc2ccccn2)Cc2ccco2)ccc1-n1cnnn1	-2.3	-2.2	-1.1	-0.6	-0.3	2.7	-0.9	-6.6	-1.1	3.7
Cc1ccc(NC(=O)CCNS(=O)(=O)c2ccc3[nH]c(=O)oc3c2)c(Cl)c1	-1.0	1.1	-0.2	0.1	1.0	4.1	-1.7	3.2	-7.5	4.1
Cc1cc(C)c2c(c1)/C(=C/C(=O)c1ccc(Br)s1)C(=O)N2	-6.2	-2.7	2.6	0.3	-0.1	2.5	0.1	-2.9	-2.5	-1.1
O=C(CCc1nc2ccccc2c(=O)[nH]1)Nc1ccc(F)c([N+](=O)[O-])c1	-5.6	-1.4	0.3	-0.2	-0.8	0.0	-3.6	-80.6	2.0	-10.2
CC1CCCN1c1ccnc2cc(Cl)ccc12 (stereo unspecified)	-4.2	-6.1	0.2	-0.1	1.5	3.2	-13.3	2.8	-3.8	-0.5
Cc1cc(NC(=O)c2ccc(N(C)S(=O)(=O)c3ccccc3)cc2)no1	6.0	-6.1	-0.3	-0.3	0.5	-4.2	-1.3	-2.6	-1.5	4.8
CCN(C(=O)COC(=O)CCC(=O)c1ccccc1)c1c(N)n(Cc2ccccc2)c(=O)[nH]c1=O	-5.3	0.8	-0.2	0.5	-0.7	0.7	-2.0	-8.4	-0.7	6.5
CC(C)CC(c1nnnn1Cc1ccco1)N1CCN(c2cccc(Cl)c2)CC1 (stereo unspecified)	-1.8	1.9	4.2	-0.2	-0.1	-3.0	-2.4	0.2	-2.2	3.1
COc1ccccc1N1CCN(C(=O)C(Cc2ccccc2)NC(=O)C2CCCCC2)CC1 (stereo unspecified)	1.4	-16.5	-1.8	-0.3	0.5	1.5	-2.2	-5.5	-8.0	-8.4
CCOC(=O)c1[nH]cnc1C(=O)N[C@@H](C)c1ccccc1	4.4	-2.2	-0.6	0.0	-0.9	2.9	-0.1	2.6	-3.0	-0.8
CC(C)c1ccc(NC(=O)Nc2nc(C(N)c3ccccc3Cl)cs2)cc1 (stereo unspecified)	-1.0	1.8	-3.9	-0.3	-1.8	-7.1	-7.9	10.0	.	-0.6
CCN(CC)CC(=O)NCc1cc(-c2ccc(OC)cc2)no1	-0.6	3.5	-0.2	-1.6	1.2	1.8	-9.0	5.7	-7.6	-2.5
O=C(NCC1CC1)c1onc(CSc2nc3ccccc3[nH]2)c1C(=O)NCC1CC1	7.9	0.5	-1.6	-0.2	0.8	4.6	-0.5	25.8*	-5.8	6.7
COc1ccc2[nH]cc(C(=O)CNc3nc(C)cs3)c2c1	-1.3	-2.1	-0.5	-0.4	1.5	-4.3	1.7	-7.2	0.2	-4.4
CCC(Oc1ccccc1)C(=O)NCCCN1CCOCC1 (stereo unspecified)	-2.2	-3.1	-1.2	0.0	-1.5	0.5	-2.0	-5.8	-1.8	9.1
NC(c1csc(Nc2nncc3ccccc23)n1)c1ccccc1Cl (stereo unspecified)	-12.8	4.5	1.3	-0.1	-0.5	-3.1	-1.4	-4.4	.	-3.6
CCOC(=O)CCc1c(C)nc2ncnn2c1C	0.6	-0.1	-1.1	-0.6	-1.2	1.1	-0.2	-3.3	-2.2	1.1
O=C(NCc1ccc2c(c1)OCO2)Nc1ccc([N+](=O)[O-])cc1	-18.5	-0.1	1.9	0.7	2.3	-4.9	-4.1	13.7	-6.9	-2.1
COc1ccc(C(=O)NCCS(=O)(=O)N2CCN(C(=O)c3ccco3)CC2)cc1	4.1	0.9	-0.9	-0.3	1.1	-1.0	-3.4	4.9	-4.9	-5.9
CC(C)c1ccc(NC(=O)CSC(C)c2nc3ccccc3c(=O)[nH]2)cc1 (stereo unspecified)	0.3	-2.5	-0.4	-0.5	-0.1	1.5	-1.9	-28.1	-2.0	0.2
Cc1ccccc1OCCn1cc(C(=S)N2CCN(C)CC2)c2ccccc21	6.2	0.4	0.7	-0.1	0.6	-1.7	-4.6	2.3	-2.2	2.5
OCCNc1nc(Nc2cc(Cl)ccc2OC2CCCC2)nc(N2CCCC2)n1	3.5	-0.1	3.7	-0.1	1.4	-24.2	-1.7	0.7	6.4	-9.1
CCN(C[C@H]1N[C@@](C)(C(=O)OC)[C@H]2C(=O)N(C)C(=O)[C@@H]12)S(=O)(=O)c1ccccc1	-0.5	-1.6	0.6	-0.4	-1.4	6.7	-2.0	-6.6	-4.8	2.4
COc1ccnc(Oc2ccccc2)c1C(=O)N/C=N/OCc1ccccc1	0.4	-0.5	-0.5	-1.7	-1.0	1.1	-9.7	-1.8	0.6	-0.8

Next section:
SMILES	SUMO1 PPI mod	STEP inh	LMPTP inh	Tb MetRS inh	MsrA inh	DNMT1 inh	MsrA act	CendR NRP1 mod	Scp-1 inhibitor	E coli Lon inh
COc1ccc(S(=O)(=O)NCC2CCCN(C(=O)c3sccc3C)C2)cc1 (stereo unspecified)	-5.8	-1.6	-1.5	-0.7	-0.9	0.3	-7.2	5.0	-5.7	-0.2
CN(C)N=Nc1nc2c(c(=O)n(C)c(=O)n2C)n1C	-5.4	2.1	-1.2	-0.2	5.8*	3.5	-3.7	8.3	-0.4	-8.2
CCC1CCCCN1C(=O)CNCC1CCCO1 (stereo unspecified)	-2.9	3.3	-2.2	0.0	-0.7	13.1	-3.8	13.8	-8.4	-0.1
COc1ccccc1N(CC(=O)NCc1ccccc1)C(=O)CCC(=O)Nc1cc(C)ccn1	-3.8	-8.3	-0.4	-0.1	-1.5	2.5	-3.7	0.3	-9.7	1.1
Cc1cc(S(=O)(=O)Nc2ccc(C(=O)NCC3(N(C)C)CCCCC3)cc2)ccc1F	2.0	0.8	-1.0	-0.3	0.2	0.2	-1.3	7.4	-1.9	0.7
Cc1ccc(NC(=O)CSc2nnc(-c3ccccc3Br)o2)cc1C	-5.0	-1.0	2.5	-1.2	-0.4	-5.8	-1.0	-4.0	-27.1	7.1
O=C(NC1CC1)C1=C[C@H](C2CCCCC2)C[C@H](OCc2ccc(CO)cc2)O1	0.8	-0.8	0.1	-0.4	-1.1	-1.9	-2.6	-1.6	-2.7	-3.6
CCOC(=O)C1(Cc2cccc(Cl)c2)CCCN(C(=O)CCC(=O)N(C)C)C1 (stereo unspecified)	-0.5	-1.5	-0.5	-1.1	0.0	4.0	-10.0	5.6	2.9	-0.8
O=C(CSc1nnc(CNC(=O)c2cccs2)o1)NC1CCCC1	-1.2	-2.2	-0.2	-0.4	-0.7	-6.6	-9.7	2.5	-7.6	-7.8
Cc1ccc(NC(=S)N(CCCN2CCN(C)CC2)Cc2cccs2)cc1C	-6.2	0.1	-3.5	-0.6	-0.8	-4.1	1.5	10.1	0.4	3.7
O=S(=O)(Cc1ccccc1)NCCc1ccc(F)cc1	0.7	-1.2	0.6	0.2	-0.5	6.1	-1.9	-3.1	-6.0	-5.7
Cc1ccc(NC(=O)Cn2c(=O)oc3cc(S(=O)(=O)N4CCC(C)CC4)ccc32)cc1C	5.5	2.0	1.6	0.2	-0.1	18.1	-2.7	-6.9	-10.3	-3.1
Cc1ccc(C(NC(=O)C(C)C)c2cc([N+](=O)[O-])c3cccnc3c2O)cc1 (stereo unspecified)	-21.9	3.6	5.8	-0.2	2.2	-8.1	-4.9	-10.3	-14.6	0.6
CC(=O)c1c(C)nc(-c2ccccc2)n1O	1.9	-0.7	1.2	-0.8	1.4	-3.7	-11.3	0.4	6.7	-5.5
COc1ccc(CN2CCNC(=O)C2CC(=O)N(C)Cc2cc(C)no2)cc1OC (stereo unspecified)	-0.3	1.2	-0.7	0.2	-0.6	-6.3	-1.3	-2.1	-12.6	-6.5
COc1ccc(C)cc1NC(=O)CN(C)S(=O)(=O)c1ccc2c(c1)c(=O)n(C)c(=O)n2C	-2.0	-1.2	-1.8	0.0	.	-11.8	-2.1	2.0	-14.0	-3.0
Cc1cc(N2CCCC2=O)cc(C)c1S(=O)(=O)NCCOc1ccccc1	1.9	-1.4	-1.3	0.5	-0.1	-0.5	-3.3	2.9	-8.9	-4.0
C=CCNC(=O)c1nc2ccccc2s1	4.2	0.0	-1.4	-0.3	-1.3	1.8	9.6*	8.3	-5.0	-2.2
CS(=O)(=O)c1ccc(C(=O)OCC(=O)NC(=O)Cc2ccccc2)cc1	0.2	-1.9	-1.4	-0.4	0.4	-0.3	-6.7	12.5	-6.9	-7.8
N#Cc1cc([N+](=O)[O-])cnc1Nc1ccccc1	-21.4	7.8	-1.6	-0.3	3.4	0.1	-5.6	-4.5	-3.7	-0.2
O=C(CSc1nnnn1C1CC1)Nc1cccc(S(=O)(=O)N2CCCC2)c1	3.8	-3.4	-1.3	0.3	0.0	-1.6	-0.1	19.2	-3.9	-15.0
CC[C@]12c3[nH]c4cc(CCC(=O)N(C)C)ccc4c3CCN1C(=O)[C@@H](CC(=O)NC(C)(C)C)C[C@@H]2C(=O)N1CCN(C(=O)C2CC2)CC1	1.4	2.6	-0.9	-0.9	-0.7	3.4	-3.5	-5.4	3.9	-13.7
CC(=O)Nc1ccc(CCCCc2ccccc2)cc1	1.1	-0.9	2.1	-0.2	0.8	1.5	-4.3	7.8	-10.5	-0.4
C#CCOCCOCCOCCNc1nc(N2CCN(C(=O)Cn3cc(CC(C)O)nn3)CC2)nc(N2CCN(C(=O)[C@H]([C@@H](C)CC)n3cc(CCCN=C(N)N)nn3)CC2)n1 (stereo partly specified)	2.2	-1.0	-2.0	0.3	0.6	3.2	0.1	4.1	4.9	-14.6
CNC(=O)N(O)C1N(/N=C/c2ccccc2F)C(=S)SC1(C)C (stereo unspecified)	10.0	1.7	0.1	-0.4	3.2	10.2	-0.5	4.5	-4.0	1.9

Among those listed so far, four contain a thiophene ring, fused or not.
SMILES	SUMO1 PPI mod	STEP inh	LMPTP inh	Tb MetRS inh	MsrA inh	DNMT1 inh	MsrA act	CendR NRP1 mod	Scp-1 inhibitor	E coli Lon inh
Cc1cc(C)c2c(c1)/C(=C/C(=O)c1ccc(Br)s1)C(=O)N2	-6.2	-2.7	2.6	0.3	-0.1	2.5	0.1	-2.9	-2.5	-1.1
COc1ccc(S(=O)(=O)NCC2CCCN(C(=O)c3sccc3C)C2)cc1 (stereo unspecified)	-5.8	-1.6	-1.5	-0.7	-0.9	0.3	-7.2	5.0	-5.7	-0.2
O=C(CSc1nnc(CNC(=O)c2cccs2)o1)NC1CCCC1	-1.2	-2.2	-0.2	-0.4	-0.7	-6.6	-9.7	2.5	-7.6	-7.8
Cc1ccc(NC(=S)N(CCCN2CCN(C)CC2)Cc2cccs2)cc1C	-6.2	0.1	-3.5	-0.6	-0.8	-4.1	1.5	10.1	0.4	3.7

Screens: PubChem BioAssay, several laboratories
